Screens: PubChem BioAssay, National Center for Advancing Translational Sciences (NCATS)
MCF10A rerep: A quantitative high throughput screen for small molecules that induce DNA re-replication in MCF 10a normal breast cells. AID 624296, 2012. actives 2.9% (n = 350,000). MCF 10A DNA re-replication, Hoechst nuclear intensity, 48 h. Potency, µM (top dose mostly 46.1 µM), without a hit: top-dose activity, positive = re-replication, most hits filed as activators; further: potency means the concentration at half of the fitted maximal effect; % of control where 0% means no effect; nearly all actives have a fitted effect of over 50% in size
HT1080-NT tox: qHTS for induction of synthetic lethality in tumor cells producing 2HG: qHTS for the HT-1080-NT fibrosarcoma cell line | actives 1.6% (n = 360,000) | Potency, µM (highest dose often 46.1 µM), for inactives: at the top dose activity, negative = less viability, usual class: cytotoxic | AID 686970, 2013 | HT-1080-NT fibrosarcoma viability, CellTiter-Glo ATP luminescence, 48 h;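 further: NT is the 2HG producing partner of a matched IDH1 knockdown line; potency means the concentration at half of the fitted maximal effect; 0% = DMSO-treated cells and -100% = media-only wells without cells; nearly all actives have a fitted effect of over 55% in size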
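Toxicity toward the 2HG-producing NT line was scored as %Activity, normalised to DMSO and no-cell wells, from CellTiter-Glo luminescence after 48 hours' treatment.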
SW480 rereplic: A quantitative high throughput screen for small molecules that induce DNA re-replication in SW480 colon adenocarcinoma cells; AID 624297, 2012; Potency, µM (series often up to 46.1 µM), without a hit: at the top dose re-replication activation, usual class: activators; SW480 DNA re-replication, Hoechst DNA content imaging, 48 h; actives 1.8% (n = 340,000); further: potency means the concentration at half of the fitted maximal effect; % of control where 0% means no effect; nearly all actives have a fitted effect of over 55% in size
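Readout is total intensity of Hoechst-stained nuclei, excited at 405 nm and collected at 500-530 nm. Compound treatment lasted 48 hr at 37 C in 5% CO2 before staining.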
ATXN2 expr inh: Primary qHTS for Inhibitors of ATXN expression | actives 0.72% (n = 360,000) | AID 1745845, 2022 | HEK-293 ATXN2-luciferase reporter, luminescence, 24 h | Potency, µM (doses to about 57 µM), for the others: top-dose activity change, negative = inhibition, most hits filed as inhibitors; further: potency means the concentration at half of the fitted maximal effect; on the % scale 0 is the no-effect control and ±100 the full control effect; nearly all actives have a fitted effect of over 55% in size
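qHTS (up to 57 uM final) was run with 24 h compound exposure of reporter cells at 37 °C. Each well was multiplexed: SteadyGlo luminescence measured ATXN2-luciferase expression after a fluorogenic Gly-Phe-AFC viability readout (25 uM final).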
WRN helicase inh: qHTS for Inhibitors of WRN Helicase | Bifunctional 3'-5' exonuclease/ATP-dependent helicase WRN (Homo sapiens), Q14191 | WRN helicase unwinding, fluorescent forked duplex, kinetic | Potency, µM (top dose mostly 114 µM), without a hit: top-dose activity change, negative = inhibition, most hits filed as inhibitors | actives 0.46% (n = 360,000) | AID 651768, 2012; further: potency means the concentration at half of the fitted maximal effect; on the % scale 0 is the no-effect control and ±100 the full control effect; nearly all actives have a fitted effect of over 55% in size
Target sequence (Q14191 whole entry, looked up): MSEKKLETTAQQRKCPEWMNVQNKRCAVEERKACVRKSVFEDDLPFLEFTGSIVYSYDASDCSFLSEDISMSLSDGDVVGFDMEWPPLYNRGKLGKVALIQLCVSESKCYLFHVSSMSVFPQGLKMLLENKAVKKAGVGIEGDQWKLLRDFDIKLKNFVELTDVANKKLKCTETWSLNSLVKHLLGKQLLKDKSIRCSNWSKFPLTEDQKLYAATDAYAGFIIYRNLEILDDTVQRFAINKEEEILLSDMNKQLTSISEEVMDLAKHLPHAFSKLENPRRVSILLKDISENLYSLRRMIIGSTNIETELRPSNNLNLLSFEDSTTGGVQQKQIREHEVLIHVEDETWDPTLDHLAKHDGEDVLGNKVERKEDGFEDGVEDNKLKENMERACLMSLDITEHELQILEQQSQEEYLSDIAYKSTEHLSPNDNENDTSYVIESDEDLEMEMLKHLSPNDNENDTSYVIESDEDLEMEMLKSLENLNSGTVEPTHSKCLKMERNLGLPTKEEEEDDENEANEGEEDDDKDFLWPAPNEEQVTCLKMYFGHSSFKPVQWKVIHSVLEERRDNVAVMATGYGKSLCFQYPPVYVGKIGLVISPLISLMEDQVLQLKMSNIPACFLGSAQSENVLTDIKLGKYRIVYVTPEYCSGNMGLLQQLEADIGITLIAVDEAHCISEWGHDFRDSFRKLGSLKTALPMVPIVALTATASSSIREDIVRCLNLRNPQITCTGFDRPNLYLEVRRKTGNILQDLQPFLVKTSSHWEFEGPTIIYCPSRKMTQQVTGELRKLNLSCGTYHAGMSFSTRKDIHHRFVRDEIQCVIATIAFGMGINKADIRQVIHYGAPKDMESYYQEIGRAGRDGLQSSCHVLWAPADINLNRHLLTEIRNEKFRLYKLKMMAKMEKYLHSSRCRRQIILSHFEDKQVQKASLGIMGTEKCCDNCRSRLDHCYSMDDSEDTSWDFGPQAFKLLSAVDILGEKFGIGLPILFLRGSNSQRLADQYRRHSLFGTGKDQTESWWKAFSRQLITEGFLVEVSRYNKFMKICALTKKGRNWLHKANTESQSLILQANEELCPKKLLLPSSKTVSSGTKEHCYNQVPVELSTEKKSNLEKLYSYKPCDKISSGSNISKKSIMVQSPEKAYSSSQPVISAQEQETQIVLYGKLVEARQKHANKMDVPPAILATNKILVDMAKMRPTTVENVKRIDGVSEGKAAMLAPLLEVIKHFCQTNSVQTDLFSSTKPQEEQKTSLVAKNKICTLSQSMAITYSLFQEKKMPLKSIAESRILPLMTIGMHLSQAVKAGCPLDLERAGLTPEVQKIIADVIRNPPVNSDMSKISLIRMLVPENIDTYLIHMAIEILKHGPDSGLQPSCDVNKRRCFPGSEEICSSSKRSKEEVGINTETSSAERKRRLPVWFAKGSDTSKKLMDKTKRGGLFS
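Kinetic fluorescence helicase assay: unwinding of a quenched forked DNA duplex (100 nM final) with 2 mM ATP final raises red fluorescence (525/598 nm). Compounds sat 15 min at room temperature with 20 nM WRN beforehand.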
HT1080 IDH1KD tx: qHTS for induction of synthetic lethality in tumor cells producing 2HG: qHTS for the HT-1080-IDH1KD cell line. HT-1080 IDH1 knockdown viability, ATP luminescence, 48 h. Potency, µM (highest dose often 46.1 µM), without a hit: at the top dose activity, negative = toxicity, hits mostly cytotoxic. actives 2% (n = 360,000). AID 686971, 2013;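 further: potency means the concentration at half of the fitted maximal effect; 0% = DMSO wells and -100% = cell-free medium wells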
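Luminescent ATP read-out (CellTiter-Glo, 10 min at room temperature) after 48 h compound exposure at 37 °C gave viability of IDH1-knockdown HT-1080 cells. Activity was normalised to DMSO and cell-free wells, then fitted as concentration-response curves.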
KB-V1 MDR tox: qHTS assay for MDR1-selective chemotherapeutics: Primary screen using the drug-selected MDR subline cells KB-V1 | KB-V1 MDR cells viability, CellTiter-Glo, 72 h | Potency, µM (doses to about 46.1 µM), for inactives: at the top dose activity change, negative = cytotoxicity, most hits filed as cytotoxic | actives 3.4% (n = 400,000); further: potency means the concentration at half of the fitted maximal effect; on the % scale 0 is the no-effect control and ±100 the full control effect; nearly all actives have a fitted effect of over 60% in size
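Readout: CellTiter-Glo luminescence, 10 min after addition. Cells: KB-V1 MDR subline, 72 h at 37 degrees C with compound. Analysis: corrected, normalized data fitted to concentration-effect curves.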
IL-1B inflam inh: qHTS for Inhibitors of Inflammasome Signaling: IL-1-beta AlphaLISA Primary Screen; THP-1 LPS/ATP IL-1B secretion, AlphaLISA, 16 h; active compounds read low; activity change, % at 57.5 µM; actives 4.7% (n = 360,000); in the data active means activity change below about -50%; inconclusive means mostly about -30% to -49%; further: on the % scale 0 is the no-effect control and ±100 the full control effect
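THP-1 cells pretreated 1 hr with compounds (up to 57.5 uM final), then stimulated with LPS (250 ng/mL final) plus ATP (1.25 mM final); secreted IL-1B measured by AlphaLISA after 16 hr, decreased signal indicating inhibition.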
KB-3-1 cytotox: qHTS assay for MDR1-selective chemotherapeutics: Primary screen using the parental adenocarcinoma cell KB-3-1. KB-3-1 viability, CellTiter-Glo ATP luminescence, 72 h. Potency, µM (top dose mostly 46.1 µM), inactives show at the top dose activity change, negative = cytotoxic, hits mostly cytotoxic. actives 1.4% (n = 400,000); further: potency means the concentration at half of the fitted maximal effect; on the % scale 0 is the no-effect control and ±100 the full control effect; nearly all actives have a fitted effect of over 60% in size
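KB-3-1 parental drug-naive adenocarcinoma cells in DMEM/10% FBS, incubated 72 h at 37 C with pin-transferred compounds across a concentration series. Viability by CellTiter-Glo luminescence; concentration-response curves fitted after normalization.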
Numbers without * were called inactive; ? = inconclusive; / = no result given; & = joins results of further samples; [ ] = remark or other dose. Unless noted, the call rests on the fitted dose curve; in most records, active means well fitted curve in the direction sought with a large enough effect; inconclusive means small, poorly fitted or top-dose-only effect, or another doubt; inactive means no such curve, though single readings can be large; an effect the other way counts as inactive or inconclusive. Not all compounds are listed (hit frequency here may not be typical).

SMILES	MCF10A rerep	HT1080-NT tox	SW480 rereplic	ATXN2 expr inh	WRN helicase inh	HT1080 IDH1KD tx	KB-V1 MDR tox	IL-1B inflam inh	KB-3-1 cytotox
CCCCn1c(O)c(C=NC2CC3CCC2(C)C3(C)C)c(=O)[nH]c1=O (stereo unspecified)	20%	-28%	2%	9%	-8%	-22%	?	10	-15%
CCCCCn1c(=O)c(C(=O)Nc2cc(C)ccn2)c(O)c2ccccc21	12%	23%	-6%	3%	-16%	23%	?	3	-1%
CC(C)c1ccc(C(O)P(=O)(OCc2ccccc2)c2ccc(N(C)C)cc2)cc1 (stereo unspecified)	?	-5%	2%	-31%	1%	-2%	-27%	?	0%
CCC(=NCCN1CCOCC1)c1c(O)n(C2CCCCC2)c(=O)[nH]c1=O	4%	13%	-8%	-5%	-9%	15%	?	11	1%
c1cc2c(cc1[C@H]1OC[C@H]3[C@@H]1CO[C@@H]3c1ccc3c(c1)OCO3)OCO2	-14%	2%	1%	3%	2%	-12%	?	-14	0%
CCC(=NCc1ccc2c(c1)OCO2)c1c(O)n(C)c(=O)n(C)c1=O	11%	-14%	-4%	-25%	-4%	-19%	-32%	-26	15µM*
COc1ccc(-c2ccc3c(c2)CN(C(=S)NCCc2ccccc2)Cc2cnnn2-3)cc1	/	-13%	/	-4%	-4%	-1%	0%	-26	0%
COC(=O)C1=C(c2ccc(OC(F)(F)F)cc2)C[C@@H]2CC[C@H]1N2C(=O)N1CCCCC1	12%	?	-6%	0%	-5%	-17%	-15%	-4	?
Cc1c(C(=O)Nc2ccccc2)c2cc(O)ccc2n1Cc1ccccc1	?	?	7%	40%[activator]	-22%	?	-12%	-28	-5%
COc1ccc(-c2nn(CCC#N)cc2C(=O)Nc2ccccc2Cl)cc1	0%	-1%	-4%	-7%	10%	-24%	0%	-11	7%
CC1CCCCC12C(=O)NC(=O)NC2=O (stereo unspecified)	-3%	0%	2%	-7%	7%	-1%	-2%	10	18%
Cc1ccc(N2C(=O)NC(=O)/C(=C\c3cn(CC(=O)O)c4ccccc34)C2=O)cc1	3%	-14%	-4%	2%	-10%[11.6 µM]	-6%	-6%	26	3%
CC(=O)[C@@]1(O)CCC2C3CC=C4C[C@@H](O)CC[C@]4(C)C3CC[C@@]21C (stereo partly specified)	0%	7%	-5%	4%	0%	22%	8%	23	0%
Cc1ccccc1NCC(=O)N/N=C/C(Br)=C/c1ccccc1	0%	?	7%	-38%	-11%	18µM*	?	?	?
COC(=O)c1ccc(-n2c(C)nc3ccccc3c2=O)cc1	-6%	15%	0%	3%	1%	17%	11%	22	12%
O=C(Nc1c(Cl)cccc1Cl)Oc1cccc2cccnc12	/	6.5µM*	/	?	4%[57.1 µM]	3.7µM*	?	128	?
O=C1NC(=O)N(c2ccc3c(c2)OCO3)C(=O)/C1=C/c1ccsc1	?	-3%	44%	-12%	4%	-2%	-6%	7	1%
Cc1cc([P+](=O)O)c(C)n1-c1ccc(Br)cc1	-7%	2%	-6%	-2%	-3%	13%	5%	47	-3%
COC(=O)C1=C(c2cccc(OC)c2OC)C[C@@H]2CC[C@H]1N2C(=O)NCc1cccc2ccccc12	?	7%	1%	4%	-1%	-1%	-12%	0	16%
COC(=O)C1=C(c2ccc(S(C)(=O)=O)cc2)C[C@@H]2CC[C@H]1N2C(=O)NCc1cccc2ccccc12	-3%	8%	12%	4%	-4%	11%	7%	-11	4%
COC(=O)C1=C(c2cccc(C#N)c2)C[C@@H]2CC[C@H]1N2C(=O)NCc1cc(C)oc1C(F)(F)F	0%	-18%	2%	-12%	-33%	-10%	-8%	7	-11%
CCN1CCN(C(=O)COc2ccc3c(c2)C(=O)CC2(CCN(C(C)=O)CC2)O3)CC1	-10%	7%	-6%	4%	3%	12%	-4%	19	1%
Cc1cc(C)c(NC2=NCCCS2)c(C)c1	0%	-5%	-2%	-3%	2%	-4%	-3%	-4	-3%
NC1=NC(=O)N2CC12 (stereo unspecified)	?	11%	-5%&4%	-5%&-23%	-4%	14%	6%	-6	1%
CN1CCN(c2c(C#N)c(C(F)(F)F)nn2C)CC1	-3%	3%	-7%	1%[11.3 µM]	-24%	12%	17%	-11	10%

Continuation.
SMILES	MCF10A rerep	HT1080-NT tox	SW480 rereplic	ATXN2 expr inh	WRN helicase inh	HT1080 IDH1KD tx	KB-V1 MDR tox	IL-1B inflam inh	KB-3-1 cytotox
NC(=O)CN1C2CCC1CC(NC(=O)C1CC1)C2 (stereo unspecified)	0%	8%	-5%	13%	10%	13%	4%	18	-10%
COC(=O)C(O)(c1ccc(N(C)S(=O)(=O)c2ccccc2)cc1)C(F)(F)F (stereo unspecified)	3%	1%	-1%	3%	-3%	2%	2%	27	14%
COP(=O)(NC(=O)C(Cl)(Cl)Cl)OC	-1%	-3%	0%	/	-3%	0%	?	-17	-1%
C[C@]12CC[C@H](O)CC1=CC(=O)C1C2CC[C@]2(C)C(=O)CCC12 (stereo partly specified)	0%	5%	-3%	7%	-11%	8%	26%	-7	1%
COC(=O)C1=C(c2ccc(OCc3ccccc3)cc2)C[C@@H]2CC[C@H]1N2C	/	-11%	/	-30%	-4%	-10%	?	-14	-12%
COCCCn1c(N)c(C(=O)NCCC(C)C)c2nc3ccccc3nc21	?	-22%	?	-36%	-16%	?	23µM*	-53*	?
COc1ccc(NC(=O)N2CCC3(CC2)OCCO3)cc1	0%	5%	-1%	28%	1%	0%	-3%	2	-3%
CN(C)CCN(CC1CCCN(Cc2ccccc2F)C1)C(=O)Cc1ccccc1F (stereo unspecified)	?	-18%	?	/	3%	-25%	-19%	?	-13%
COC(=O)c1ccc(N=C(c2ccccc2)c2c(O)n(C)c(=O)n(C)c2=O)cc1	22%	?	4%	-14%	3%	?	-2%	-7	-1%
O=C1CC(c2cccnc2)=NN1c1ccc(Cl)cc1Cl	?	-10%	1%	-25%	-25%	-3%	-1%	0	-11%
CC12CC[C@H]3[C@@H](CCC4(O)C[C@H](O)CCC34/C=N/NC(=O)c3ccccc3F)C1(O)CCC2C1=CC(=O)OC1 (stereo partly specified)	?	-12%	0%	?	-4%	?	9%	-1	18µM*
Clc1ccc(Cn2ccnc2)cn1	0%	-2%	-1%	-10%	0%	6%	6%	15	0%
CCn1c(=N)n(Cc2ccccc2F)c2ccccc21	1%	-3%	0%	-18%	-15%	-3%	-28%	?	0%
COc1ccccc1-n1c(-c2ccccc2F)nc2ccccc2c1=O	11%	-10%	7%	-2%	2%	-14%	-1%	-3	-1%
O=C1NCN(c2ccccc2)C12CCN(C(c1cc3ccccc3o1)c1nnnn1Cc1ccccc1)CC2 (stereo unspecified)	/	?	/	?	0%	?	-11%	?	?
CN1CCN(c2ccc([N+](=O)[O-])c(NCC3CCCO3)c2)CC1 (stereo unspecified)	-54%[inhibitor]	-12%	?	-5%	29%	1%	?	12	3%
CCCCn1c(N)c(C(=O)NCc2cccs2)c2nc3ccccc3nc21	1.2µM*	?	3.3µM*	-30%	-8%	?	13µM*	-58*	?
Cn1c(=O)oc2cc(S(=O)(=O)N3CCCc4ccccc43)ccc21	2.6µM*	6.5µM*	?	-20%	4%	8.2µM*	-3%	52	?
C=Cc1cc(OC)c2c(c1)c(=O)oc1c2cc(OC)c2c(O)ccc(C3OC(C)C(O)C(C)(O)C3O)c21 (stereo unspecified)	3.7µM*	9.2µM*	8.2µM*	1.7µM*	10µM*	1.5µM*	18µM*	-100*	?
CN(C)C(=O)On1c(-c2ccccc2)nc2ccc(Cl)cc21	26%	-9%	0%	2%	-1%	0%	-16%	-21	-16%
COC(=O)C1=C(c2ccc(-c3ccccc3)c(F)c2)C[C@@H]2CC[C@H]1N2C(=O)NCc1cccc2ccccc12	?	?	2%	-9%	2%	-12%	-15%	11	-8%
O=P(NC(c1ccccc1)c1ccccc1)(Oc1ccccc1)Oc1ccccc1	23%	-5%	13%	-25%	-1%	-12%	-29%	10	6%
O=C1NCN(c2ccccc2)C12CCN(C(c1cccc3ccccc13)c1nnnn1-c1ccc3c(c1)OCCO3)CC2 (stereo unspecified)	/	2%	/	-29%	-3%	-2%	?	?	-2%
CC(C)C(=O)Nc1ccc(C(=O)NCc2cccnc2)cc1	6%	?	0.52µM*	-5%	-10%	23µM*	12%	18	-11%
CSc1ccc(CN2CCN(C(=O)COc3ccc(C)cc3)CC2)cc1	?	0%	4%	-21%	-8%	-14%	-27%	-22	1%
O=C1NC(=O)N(c2ccccc2)C(=O)/C1=C\c1ccc([N+](=O)[O-])s1	?	4%	21µM*	-12%	28µM*	-2%	-12%	-69*	17%

In the list so far, two contain bromine:
SMILES	MCF10A rerep	HT1080-NT tox	SW480 rereplic	ATXN2 expr inh	WRN helicase inh	HT1080 IDH1KD tx	KB-V1 MDR tox	IL-1B inflam inh	KB-3-1 cytotox
Cc1ccccc1NCC(=O)N/N=C/C(Br)=C/c1ccccc1	0%	?	7%	-38%	-11%	18µM*	?	?	?
Cc1cc([P+](=O)O)c(C)n1-c1ccc(Br)cc1	-7%	2%	-6%	-2%	-3%	13%	5%	47	-3%
